# JMJD2A Tudor: blocks the human JMJD2A Tudor domain; actives 4.4% (n = 390,000); Potency, µM (highest dose often 114 µM), without a hit: at the top dose activity change, negative = inhibition, actives largely listed as inhibitors; AlphaScreen JMJD2A-Tudor / H3K4me3 peptide binding; O75164; also: potency is read from the fitted curve at half-maximal effect; % is scaled to controls: 0 for no effect and ±100 for the full control effect; nearly all actives have a fitted effect of over 50% in size
# Target sequence (O75164 whole entry, looked up, the tested form may be a part): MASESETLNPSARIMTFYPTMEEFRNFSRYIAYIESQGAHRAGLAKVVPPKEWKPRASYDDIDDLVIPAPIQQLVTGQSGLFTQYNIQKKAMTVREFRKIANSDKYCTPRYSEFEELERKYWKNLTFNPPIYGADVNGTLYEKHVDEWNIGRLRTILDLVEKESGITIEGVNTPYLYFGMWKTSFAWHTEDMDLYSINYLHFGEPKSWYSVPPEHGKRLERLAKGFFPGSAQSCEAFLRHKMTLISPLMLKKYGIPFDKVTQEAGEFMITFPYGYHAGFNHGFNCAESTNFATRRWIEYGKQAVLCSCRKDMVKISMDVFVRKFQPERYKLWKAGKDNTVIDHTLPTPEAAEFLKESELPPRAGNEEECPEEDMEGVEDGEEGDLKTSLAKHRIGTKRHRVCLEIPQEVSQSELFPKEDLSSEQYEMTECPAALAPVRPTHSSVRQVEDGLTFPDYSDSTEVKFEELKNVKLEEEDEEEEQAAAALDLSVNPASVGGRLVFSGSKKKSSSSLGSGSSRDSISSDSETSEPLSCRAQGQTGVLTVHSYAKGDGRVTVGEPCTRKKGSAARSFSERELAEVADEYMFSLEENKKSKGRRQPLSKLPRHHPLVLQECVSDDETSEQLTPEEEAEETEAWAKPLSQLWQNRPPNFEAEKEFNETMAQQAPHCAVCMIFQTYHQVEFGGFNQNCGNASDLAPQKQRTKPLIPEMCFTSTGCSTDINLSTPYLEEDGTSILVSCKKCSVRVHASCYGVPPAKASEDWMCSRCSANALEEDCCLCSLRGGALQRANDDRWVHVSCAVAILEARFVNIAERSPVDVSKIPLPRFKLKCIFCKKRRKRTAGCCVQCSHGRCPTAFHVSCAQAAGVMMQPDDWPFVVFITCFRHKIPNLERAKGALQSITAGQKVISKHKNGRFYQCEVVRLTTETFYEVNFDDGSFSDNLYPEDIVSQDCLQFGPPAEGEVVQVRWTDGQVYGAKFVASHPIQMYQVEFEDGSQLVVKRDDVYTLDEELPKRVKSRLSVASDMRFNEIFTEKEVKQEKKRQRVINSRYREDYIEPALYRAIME
# PGK inhibitor: inhibitors of T. brucei phosphoglycerate kinase | P07378 | PGK/GAPDH coupled, Kinase-Glo luminescence, 60 min | Potency, µM (highest dose often 57.5 µM), inactives show at the highest dose activity change, negative = inhibition, usual class: inhibitors | actives 0.043% (n = 380,000) | AID 602233; also: potency is read from the fitted curve at half-maximal effect; % is scaled to controls: 0 for no effect and ±100 for the full control effect; nearly all actives have a fitted effect of over 60% in size
#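 Recombinant glycosomal PGK reaction used 1,3-bisphosphoglycerate generated in-well by GAPDH (100nM final) in 100mM TEA pH 7.6, 5mM MgCl2, 0.01% Tween-20. After 60 minutes at room temperature, ATP was read by Kinase-Glo Plus luminescence end-point.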
# HP1b binding inh: inhibitors of HP1-beta chromodomain binding to methylated histone tails; P83916; AlphaScreen HP1-beta / biotin-H3K9me3 peptide binding; Potency, µM (doses to about 114 µM), for inactives: at the highest dose activity change, negative = inhibition, most hits filed as inhibitors; actives 0.56% (n = 390,000); also: potency is read from the fitted curve at half-maximal effect; nearly all actives have a fitted effect of over 70% in size; inactives centre near 23
#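 HP1-beta protein (50 nM final) preincubated 30 min at room temperature with biotinylated H3(1-18)K9me3 peptide (50 nM) in PBS pH 7.4, 0.01% Tween-20, then compound added for 30 min. AlphaScreen streptavidin donor/nickel chelate acceptor beads (10 ug/mL final), 30 min dark, luminescence read.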
# ERG Ets-DNA blk: inhibitors of human ERG Ets domain-DNA interaction; AID 624246; Potency, µM (doses to about 76.9 µM), without a hit: at the top dose FP activity, negative = inhibition, hits mostly inhibitors; fluorescence polarization, His-ERG Ets domain / labelled DNA; P11308; actives 0.028% (n = 370,000); active = well fitted inhibition curve with a large enough effect in the polarisation, with a control signal flat; inconclusive = small, poorly fitted or top-dose-only effect, or effect the other way, or a change in a side signal; inactive = no such curve, though single readings can be large or run the other way; the % refers to the polarisation;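 also: polarization taken with two DNA probes labelled with fluorescein and Texas red; potency is read from the fitted curve at half-maximal effect; % of control where 0% means no effect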
#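 His-tagged ERG Ets domain (1 uM in the protein solution; 300mM KCl, 50mM Tris-HCl, 1mM EDTA, 1mM DTT, pH 7.5) received compound, then a probe mix of 5 nM fluorescein-DNA and 100nM Texas-615-DNA. Fluorescence polarization was read for both dyes.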
# PI4K2A inh: inhibitors of human PI4K2A; purified PI4K2A, ADP-Glo luminescence, 1 h; hits give low values; activity change, negative = inhibition, % at 76.9 µM; actives 0.13% (n = 420,000); in the data active = activity change below about -50%; inconclusive = mostly about -30% to -49%;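 also: -100% = wells without enzyme as full effect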
#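 Compounds are screened against recombinant PI4K2A using PI as substrate and ATP, the latter dispensed at 300 microM. Reactions run one hour at ambient temperature before ADP-Glo detection; full inhibition defined by wells lacking enzyme.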
# G9a inh: G9a (human) methyltransferase inhibition. Q96KQ7. G9a H3K9 monomethylation, AlphaScreen, 2 h. Potency, µM (doses to about 102 µM), inactives show at the top dose activity, negative = inhibition, usual class: inhibitors. actives 8.8% (n = 350,000); also: potency is read from the fitted curve at half-maximal effect; % is scaled to controls: 0 for no effect and ±100 for the full control effect; nearly all actives have a fitted effect of over 75% in size
#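 Using a bead-based AlphaScreen, monomethylated H3K9 product from 2 h room-temperature reactions (G9a 20 nM, peptide 500 nM, SAM 20 uM) was detected with 0.5 ug/mL rabbit anti-H3K9me1 antibody.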
# GLS inh: blocks human kidney-isoform glutaminase activity. O94925. GLS enzymatic activity, qHTS titration. Potency, µM (series often up to 45.5 µM), for the others: at the top dose activity change, negative = inhibition, hits mostly inhibitors. actives 0.21% (n = 410,000). AID 624170; also: potency is read from the fitted curve at half-maximal effect; % is scaled to controls: 0 for no effect and ±100 for the full control effect
#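 Assay buffer: 45 mM KH2PO4 pH 8.2, 0.02% Tween-20. hKGA acts on L-glutamine (1 mM solution added); product glutamate is reported by an oxidase/peroxidase Amplex Red coupling, with fluorescence taken at baseline and 30 min.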
# Pin1 inh: blocks the human prolyl isomerase Pin1. Pin1 FP peptide displacement, HiFluor488, 10 min. Potency, µM (series often up to 115 µM), without a hit: top-dose activity, negative = inhibition, hits mostly inhibitors. actives 0.009% (n = 390,000). AID 504891; active = well fitted inhibition curve with a large enough effect in the polarisation, with a control signal flat, not every such curve was filed as active; inconclusive = small, poorly fitted or top-dose-only effect, or effect the other way, or a change in a side signal; inactive = no such curve, though single readings can be large or run the other way; the % refers to the polarisation; also: potency is read from the fitted curve at half-maximal effect; % is scaled to controls: 0 for no effect and ±100 for the full control effect
# BAZ2B inh: inhibitors of human BAZ2B bromodomain; Q9UIF8; AlphaScreen BAZ2B-H3K14Ac peptide displacement; Potency, µM (series often up to 114 µM), inactives show at the top dose activity change, negative = inhibition, actives largely listed as inhibitors; actives 4.4% (n = 360,000); also: potency is read from the fitted curve at half-maximal effect; % is scaled to controls: 0 for no effect and ±100 for the full control effect; nearly all actives have a fitted effect of over 60% in size
#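 Compounds, titrated to a top concentration of 110 uM, were incubated 30 min at room temperature with preformed BAZ2B/acetyl-K14 H3 peptide complex (50 nM each). Proximity signal was measured by AlphaScreen after 20 min with beads.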
# An asterisk follows results filed as active; i = inactive; ? = inconclusive; nt = no result given; [ ] = remark or other dose. Unless noted, calls follow the shape of the dose curve; as a rule, active = well fitted curve in the direction sought with a large enough effect; inconclusive = small, poorly fitted or top-dose-only effect, or another doubt; inactive = no such curve, though single readings can be large; an effect the other way counts as inactive or inconclusive. Rows were taken by chance; 11% or so of the library scored in one or more.
# Screens in order – JMJD2A Tudor | PGK inhibitor | HP1b binding inh | ERG Ets-DNA blk | PI4K2A inh | G9a inh | GLS inh | Pin1 inh | BAZ2B inh
> C=CCNC(=O)/C(C#N)=C/c1cn(-c2ccccc2)nc1-c1ccc(OC)c([N+](=O)[O-])c1
  -14% | -9% | 14% | 7% | 1 | ? | 1% | 29% | -32%
> C=CCc1ccc(OCCOCCOc2cccc3cccnc23)c(OC)c1
  -23% | -3% | -3% | 12% | 5 | 14%[59 µM] | 17% | 1% | -26%
> O=C(c1ccco1)N1CCN(c2nc(C3CC3)nc3c2nnn3Cc2ccccc2Cl)CC1
  -15%[57.1 µM] | 4% | ? | -2% | 9 | ? | 1% | 12% | ?
> O=C(Nc1ccc(F)c(F)c1)c1cc(S(=O)(=O)N2CCN(c3ccccn3)CC2)ccc1F
  -18% | nt | 10% | nt | 2 | ? | 5% | 2% | -1%
> CCN=C1SC(CC(=O)NCCc2ccc(OC)cc2)C(=O)N1CC (stereo not drawn)
  0% | -2% | 17% | 5% | -6 | 3%[12.7 µM] | 2% | 1% | 3%
> COc1cc(C(=O)N2CCN(c3ccc(Nc4ccc(C)cc4)nn3)CC2)cc(OC)c1OC
  -21% | -2% | 23% | 2% | 2 | 0%[59 µM] | 7% | 10% | -19%
> O=C(N/N=C/c1ccc[nH]1)c1ccc(O)cc1
  -8% | 0% | 23% | 6% | 1 | 5% | -9% | 17% | -15%
> O=C(Nc1ccc2[nH]c(=S)sc2c1)c1ccccc1
  -32% | -3% | -5% | 4% | -21 | 5.6µM* | ? | -2% | -37%
> COc1cccc(OCc2nnc3n2N=C(c2ccccc2)C(CC(=O)O)S3)c1 (stereo not drawn)
  -30% | 0% | 9% | 25% | 3 | 45µM* | -1% | 3% | 2%
> Nc1ccccc1N=Cc1ccc(-c2cccc(Cl)c2)o1
  -22% | -3% | 10% | 27% | 2 | ? | 12% | 24% | -25%
> CCN(CC)c1ccc(/C=C(/C#N)C(=O)NC(C)C)o1
  ? | 5% | -11% | 6% | 3 | ? | 4% | ? | -28%
> COc1cc(CNc2ccc(N3CCCCC3)cc2)ccc1OCC(=O)NC(C)(C)C
  45µM* | -1% | ? | -2% | 2 | 14µM* | 26% | -6% | 32µM*
> Cc1ccc(OCC(=O)Nc2ccc3c(c2)CCC3)c([N+](=O)[O-])n1
  -23% | 6% | 9% | -4% | 13 | -24% | 5% | 9% | ?
> CC(C)C[C@H](NC(=O)c1nc[nH]c1C(=O)NCc1ccc(CNC(=O)OC(C)(C)C)cc1)C(=O)OCc1ccccc1
  -27% | -1% | 38% | 7% | -3 | 2% | -2% | 3% | -8%
> COc1cccc(CNC(=O)CCNC(=O)C2CCN(S(=O)(=O)c3ccccc3)CC2)c1
  18% | -2% | 56%[activator] | -4% | -1 | ? | -2% | -1% | -3%
> CC(C)(O)C#Cc1ccc(CN2CCC(CO)(CCc3ccccc3)CC2)cc1
  -17% | -12% | 39%[activator] | -6% | 0 | nt | ? | -8% | 10%
> CC(C)CN(C(=O)COC(=O)COc1ccc2c(c1)CCC2)c1c(N)n(Cc2ccccc2)c(=O)[nH]c1=O
  -22% | 4% | 0% | 9% | 3 | -8% | 5% | 18% | 7%
> CNCCC=C1c2ccccc2C=Cc2ccccc21
  -15% | -9% | 39%[activator] | 1% | 2 | 3%[21.5 µM] | 2% | 0% | nt
> CCOC(=O)c1c(NC(=O)Nc2ccc(F)cc2)sc(C(=O)N(C)C)c1C
  -11% | -15% | 15% | 2% | 2 | -8%[59 µM] | 7% | 5% | 1%
> COc1cc(C(=O)OCC(=O)N2c3ccccc3NC(=O)C2(C)C)ccc1OCC(C)C
  ? | -7% | -14% | -10% | -7 | 2%[12.7 µM] | -1% | -16% | -37%
> CC(C)(C)N1C(=O)c2ccc(C(=O)Nc3ccc(-c4nc5ccccc5[nH]4)cc3)cc2C1=O
  -9% | 17% | 31% | 1% | -1 | -1% | 2% | 3% | -2%
> Cc1ccc(C(=O)OCC(=O)Nc2ccccc2)cc1NC(=O)c1ccco1
  5% | 3% | 15% | 8% | -1 | 8%[59 µM] | 1% | 4% | nt
> CC(=O)N(C)c1ccc(NC(=O)/C=C/c2ccccc2Cl)cc1
  4% | 2% | 40%[activator] | -3% | 4 | -2%[2.33 µM] | -7% | -3% | -27%
> Cc1cccc(NC(=O)CSc2nc3ccccc3c(=O)n2CC2CCCO2)c1 (stereo not drawn)
  -1% | -5% | 43%[activator] | -9% | -3 | nt | 8% | 1% | nt
> CC1(CCBr)C(=O)N(c2ccccc2)c2ccccc21 (stereo not drawn)
  17% | i | 63%[activator] | 0% | -2 | -1%[0.501 µM] | -8% | -15% | -37%
> O=C1/C(=C/N(C(=O)c2ccco2)c2ccc(Cl)cc2)Sc2ccccc21
  ? | -27% | -20% | nt | -18 | -3%[59 µM] | 15% | 15% | -38%
> CCCOC(=O)c1c(NC(=O)c2nc3ncccn3n2)sc(C(=O)OCC)c1C
  -2% | -10% | 28% | 1% | 1 | 28%[59 µM] | -5% | 0% | 6%
> O=C1C2CCCCC2C(=O)N1c1nccs1 (stereo not drawn)
  -15% | -10% | 16% | -5% | 6 | -3% | 3% | -2% | ?
> Cc1ccc(NS(=O)(=O)c2cccc(C(=O)NCCCn3ccnc3)c2)cc1
  -23% | -3% | 12% | -6% | -3 | -7% | 7% | -1% | -1%
> COc1cccc2cc(C(=O)Nc3ccc(C)cc3)c(=O)oc12
  -14% | 5% | 13% | -2% | -4 | -1%[59 µM] | 1% | 0% | -1%
> COc1ccc(-c2noc(CN(C(=O)c3ccoc3C)C(C)C)n2)cc1
  -19% | 6% | -12% | 1% | -1 | 10%[59 µM] | 3% | -9% | -9%
> Cc1ncc([N+](=O)[O-])n1CC(=O)Nc1ccc(F)c(F)c1
  3% | i | 32% | 3% | 1 | 10% | -13% | 7% | 1%
> O=S(=O)(c1ccc(N2CCCC2c2nc3ccccc3s2)nc1)N1CCOCC1 (stereo not drawn)
  -27% | -6% | 15% | -15% | 6 | 23%[59 µM] | -1% | 16% | 2%
> Cc1[nH]c2ccccc2c1Cc1n[nH]c(=S)o1
  79µM* | -3% | 10% | -6% | 1 | 8.9µM* | 23% | 0% | -12%
> COc1ccc(CCNC(=O)COC(=O)c2ccccn2)cc1
  -12% | 0% | ? | 13% | 1 | nt | -8% | -2% | nt
> COC(=O)COc1ccc(S(=O)(=O)Nc2ccc3c(c2)OCO3)cc1Cl
  -22% | -2% | 23% | -1% | -3 | 5%[12.7 µM] | 23% | 3% | -5%
> COc1ccc2c(c1OC)C(=O)N1C2SC[C@H]1C(=O)NC1CCCCC1 (stereo partly drawn)
  -4% | -4% | 40%[activator] | 0% | -4 | 21%[12.7 µM] | 3% | -3% | 7%
> O=C(CCn1nc(-c2ccc(Cl)cc2)c2ccccc2c1=O)NCC1CCCO1 (stereo not drawn)
  2% | 1% | 17% | -11% | 6 | ? | 0% | -5% | 3%
> Cc1ccc(S(=O)(=O)N/N=C2/CC(c3ccccc3)Oc3ccccc32)cc1[N+](=O)[O-] (stereo not drawn)
  -30% | -10% | -12% | 3% | -8 | 40µM* | 23% | ? | ?
> O=c1cc(CNc2ccc(Br)cc2)nc2sccn12
  -18% | -10% | 11% | -1% | 4 | -1%[59 µM] | 53%[activator] | 1% | 0%
> COc1ccc(C)cc1NC(=O)CCCN1C(=O)NC(C)(C)C1=O
  -17% | 0% | 40%[activator] | 4% | -2 | 20%[2.33 µM] | 12% | -5% | 1%
> C/C(=N/NC(=O)c1cc(C)[nH]n1)c1ccco1
  -4% | -4% | 48%[activator] | -11% | 2 | nt | -11% | -3% | -8%
> COc1ccc2sc(-c3ccc(N(C)C)cc3)c(-c3ccc4cc[nH]c4c3)c2c1
  -33% | -14% | 24% | 0% | -4 | nt | 2% | 25% | nt
> CCOCCCN(CCC#N)C(=O)C1CCN(S(=O)(=O)c2ccc(-n3cnnn3)cc2)CC1
  -14% | -4% | 40% | -3% | -2 | -6% | -2% | -3% | 3%

# Quoted at random: six records from the list.
# Screens in order – JMJD2A Tudor | PGK inhibitor | HP1b binding inh | ERG Ets-DNA blk | PI4K2A inh | G9a inh | GLS inh | Pin1 inh | BAZ2B inh
> COc1ccc(CCNC(=O)COC(=O)c2ccccn2)cc1
  -12% | 0% | ? | 13% | 1 | nt | -8% | -2% | nt
> CCOCCCN(CCC#N)C(=O)C1CCN(S(=O)(=O)c2ccc(-n3cnnn3)cc2)CC1
  -14% | -4% | 40% | -3% | -2 | -6% | -2% | -3% | 3%
> Cc1ccc(S(=O)(=O)N/N=C2/CC(c3ccccc3)Oc3ccccc32)cc1[N+](=O)[O-] (stereo not drawn)
  -30% | -10% | -12% | 3% | -8 | 40µM* | 23% | ? | ?
> COc1ccc(-c2noc(CN(C(=O)c3ccoc3C)C(C)C)n2)cc1
  -19% | 6% | -12% | 1% | -1 | 10%[59 µM] | 3% | -9% | -9%
> O=S(=O)(c1ccc(N2CCCC2c2nc3ccccc3s2)nc1)N1CCOCC1 (stereo not drawn)
  -27% | -6% | 15% | -15% | 6 | 23%[59 µM] | -1% | 16% | 2%
> O=c1cc(CNc2ccc(Br)cc2)nc2sccn12
  -18% | -10% | 11% | -1% | 4 | -1%[59 µM] | 53%[activator] | 1% | 0%
